Screening data deposited in PubChem BioAssay by National Center for Advancing Translational Sciences (NCATS).
WRN helicase inh = qHTS for Inhibitors of WRN Helicase | Bifunctional 3'-5' exonuclease/ATP-dependent helicase WRN (Homo sapiens), Q14191 | WRN helicase unwinding, fluorescent forked duplex, kinetic | Potency, µM (doses to about 114 µM), without a hit: at the top dose activity change, negative = inhibition, usual class: inhibitors | actives 0.46% (n = 360,000) | AID 651768, 2012; further: potency means the concentration at half of the fitted maximal effect; on the % scale 0 is the no-effect control and ±100 the full control effect; nearly all actives have a fitted effect of over 55% in size
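Kinetic fluorescence helicase assay: unwinding of a quenched forked DNA duplex (100 nM final) with 2 mM ATP final raises red fluorescence (525/598 nm). Compounds sat 15 min at room temperature with 20 nM WRN beforehand.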
EPAC1 agonist = qHTS for Agonist of cAMP-regulated guanine nucleotide exchange factor 3 (EPAC1): primary screen; Potency, µM (top dose mostly 154 µM), for the others: top-dose activation, most hits filed as activators; AID 720707, 2013; actives 0.073% (n = 360,000); EPAC1 agonist qHTS, biochemical assay; response scale: 100% = response to 6.5 mM cAMP; further: potency means the concentration at half of the fitted maximal effect; nearly all actives have a fitted effect of over 60% in size
Target sequence (O95398 whole entry, looked up): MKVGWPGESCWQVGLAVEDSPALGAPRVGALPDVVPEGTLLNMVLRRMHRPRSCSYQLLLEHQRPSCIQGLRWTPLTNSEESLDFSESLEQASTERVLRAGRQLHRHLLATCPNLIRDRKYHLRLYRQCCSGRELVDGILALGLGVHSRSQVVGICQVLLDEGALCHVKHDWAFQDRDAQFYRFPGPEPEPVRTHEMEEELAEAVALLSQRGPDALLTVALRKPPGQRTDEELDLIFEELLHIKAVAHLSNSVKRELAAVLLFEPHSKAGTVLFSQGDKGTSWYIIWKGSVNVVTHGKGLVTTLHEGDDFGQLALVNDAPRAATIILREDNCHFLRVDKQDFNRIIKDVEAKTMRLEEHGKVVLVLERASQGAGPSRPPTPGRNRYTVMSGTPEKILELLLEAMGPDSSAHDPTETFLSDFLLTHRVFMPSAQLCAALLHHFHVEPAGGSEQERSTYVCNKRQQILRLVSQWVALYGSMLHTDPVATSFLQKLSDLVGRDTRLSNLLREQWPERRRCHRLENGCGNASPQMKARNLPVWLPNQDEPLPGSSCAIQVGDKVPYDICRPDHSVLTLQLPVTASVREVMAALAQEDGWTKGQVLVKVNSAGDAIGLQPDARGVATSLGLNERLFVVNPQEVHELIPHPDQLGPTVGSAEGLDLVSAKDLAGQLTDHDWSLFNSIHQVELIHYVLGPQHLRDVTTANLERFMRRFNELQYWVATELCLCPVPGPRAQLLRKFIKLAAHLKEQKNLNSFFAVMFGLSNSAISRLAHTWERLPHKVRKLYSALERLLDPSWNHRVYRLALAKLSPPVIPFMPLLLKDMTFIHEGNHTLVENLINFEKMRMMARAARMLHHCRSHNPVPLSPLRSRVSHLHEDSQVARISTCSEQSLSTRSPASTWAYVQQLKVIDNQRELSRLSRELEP
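Compounds were pinned as a concentration titration into mixtures of EPAC1 (100 nM), BODIPY-GDP-loaded Rap1B (250 nM) and GDP (50 uM). After 5 min at room temperature, fluorescence was followed for 30 min; activity was scaled to 6.5 mM cAMP.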
FUS yeast rescue = qHTS for Suppressors of FUS Proteinopathy: Primary screen using FUS-linked yeast assay. S. cerevisiae FUS-expressing, growth rescue, OD600, 24 h. Potency, µM (doses to about 76.6 µM), for the others: top-dose growth rescue (activation), hits mostly activators. actives 0.24% (n = 390,000). AID 1347120, 2019;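 further: potency means the concentration at half of the fitted maximal effect; plate controls were DMSO vehicle for no effect and reference control for full effect; nearly all actives have a fitted effect of over 55% in size; some results filed as inactive show a strong effect at the top dose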
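Compound concentration series was pinned onto galactose-induced FUS-expressing yeast seeded at OD 0.005. Plates sat 24hr at 30C; absorbance at 600 nm gave growth. DMSO served as background control.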
PLK1 PBD inh = qHTS for Inhibitors of PLK1-PDB (polo-like kinase 1 - polo-box domain): Primary Screen | Plk1 PBD binding of FITC phosphopeptide, fluorescence polarization | Potency, µM, without a hit: max response, negative = inhibition, most hits filed as inhibitors | actives 2.8% (n = 360,000); further: potency means the concentration at half of the fitted maximal effect; series mostly up to about 57 µM; on the % scale 0 is the no-effect control and ±100 the full control effect; nearly all actives have a fitted effect of over 65% in size
aSyn yeast inh = qHTS of alpha-syn Inhibitors. Yeast expressing alpha-synuclein, growth rescue, BacTiter-Glo, 24 h. Potency, µM (series often up to 46.1 µM), for the others: top-dose growth rescue (activation), usual class: activators. actives 0.14% (n = 370,000). AID 652106, 2013; further: potency means the concentration at half of the fitted maximal effect; % of control where 0% means no effect; nearly all actives have a fitted effect of over 65% in size
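Rescue of yeast growth: cells expressing toxic alpha-synuclein, induced in galactose at OD600 0.02, incubated with compound 24 h at 30 C. ATP luminescence quantified growth; inhibitors of toxicity appear as activators.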
EPAC1 antagonist = qHTS for Antagonist of cAMP-regulated guanine nucleotide exchange factor 3 (EPAC1): primary screen. Potency, µM (doses to about 115 µM), inactives show at the highest dose activity change, negative = inhibition, usual class: inhibitors. actives 0.14% (n = 360,000). EPAC1 GEF assay, Rap1b-BODIPY-GDP exchange fluorescence. Rap guanine nucleotide exchange factor 3 (Homo sapiens), O95398;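 further: potency means the concentration at half of the fitted maximal effect; plate controls were vehicle for no effect and positive control for full effect; nearly all actives have a fitted effect of over 50% in size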
IL-2 act = qHTS of IL-2 Activators; IL-2 activation reporter assay, cell-based qHTS; stimulated with anti-CD3/CD4/CD28 beads; in transgenic mouse T cells; activation, % (series mostly up to about 46 µM); actives 0.065% (n = 360,000); in the data active means activation above about 50%; inconclusive means mostly about 30% to 49%; further: 0% is about no effect
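Screening format: compound pinned onto unstimulated transgenic mouse T cells, 60 min incubation, then anti-CD3/anti-CD4/anti-CD28 bead stimulation for 18 hours at 37 degrees C, followed by EGFP and DsRed detection.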
Abeta yeast res = qHTS for compounds that reverse cellular toxicity of Amyloid beta (A-beta) peptide in yeast: Primary Screen | AID 1347071, 2019 | yeast expressing A-beta42, growth rescue, OD600, 48 h; response scale: 0% DMSO, 100% iron-clioquinol control | actives 0.063% (n = 410,000) | Potency, µM (doses to about 46.1 µM), inactives show top-dose growth rescue, hits mostly activators; further: potency means the concentration at half of the fitted maximal effect; nearly all actives have a fitted effect of over 55% in size
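Yeast growth medium received pinned compounds, then yeast cells expressing toxic A-beta were added; plates incubated at 30 C for 48 hr. Growth read as absorbance at 600 nm, normalized to DMSO and equimolar FeCl3 plus clioquinol controls.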
PI5P4Ka inh = qHTS for Inhibitors of phosphatidylinositol 5-phosphate 4-kinase (PI5P4K); Phosphatidylinositol 5-phosphate 4-kinase type-2 alpha (Homo sapiens), P48426; PI5P4Kalpha enzyme, ADP-Glo luminescence, 60 min; stronger effect = lower value; actives 1.2% (n = 330,000); max response, %; active means max response of -50% or lower; inconclusive means between -30% and -50%; inactive means -30% or higher; further: value at the top dose of about 77 µM; on the % scale 0 is the no-effect control and ±100 the full control effect
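PI5P4Kalpha ADP-Glo assay; 5 microM ATP final; 60 min RT reaction; HEPES pH 7.4/EGTA/CHAPS, 5% DMSO; controls lacking substrate or enzyme; luminescent end-point.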
* hit, by the source's call; ? = inconclusive; / = no result given; [ ] = dose if it differs, or a comment. Unless noted, the call rests on the fitted dose curve; in most records, active means well fitted curve in the direction sought with a large enough effect; inconclusive means small, poorly fitted or top-dose-only effect, or another doubt; inactive means no such curve, though single readings can be large; an effect the other way counts as inactive or inconclusive.

SMILES | WRN helicase inh | EPAC1 agonist | FUS yeast rescue | PLK1 PBD inh | aSyn yeast inh | EPAC1 antagonist | IL-2 act | Abeta yeast res | PI5P4Ka inh
CCCCNC(=O)C1(C)CCC(=O)N1CCCn1ccnc1 (stereo not given) | -3% | 1% | -28% | 5% | 0% | 5% | -0.8 | -12% | 9
COc1cc(CCCN2C(=O)C(=O)NC[C@@H]2c2ccccc2)cc(OC)c1OC | 4% | -8% | -2% | -6% | 3% | -6% | 0.0 | 3% | 0
Cc1ccc(C)n1-c1ccc(C(=O)NN)cc1 | -11%[57.1 µM] | 0% | 28% | 3µM* | 5% | ? | 0.6 | -7% | ?
C=CCOc1cccc(C2c3c(oc4ccc(F)cc4c3=O)C(=O)N2CCCN2CCOCC2)c1 (stereo not given) | 7% | -6% | -1% | ? | 22% | -4% | -0.5 | -13% | 2
CCOC(=O)Cc1csc(NC(=O)C(NC(=O)C2CCC(C)CC2)C(C)C)n1 (stereo not given) | -1% | -10% | -4% | -6% | -4% | -1% | 0.0 | -9% | 3
COc1cc(C(=S)N2CCCC2)ccc1OCc1ccccc1 | 10% | 5% | 10% | -14% | 4% | -12% | -3.2 | ? | -8
Cc1cccc(OC(C)c2ccnc3nc(/N=C/N(C)C)nn23)c1 (stereo not given) | 10% | 9% | 13% | -9% | 1% | -1% | -3.4 | -14% | /
CCc1nnc(NC(=O)CN2C(=O)NC3(CCCC3)C2=O)s1 | 2% | 1% | / | 1% | -4% | 10% | -1.7 | -8% | 1
COc1ccc(C(=O)Nc2ccccc2N2CCCC2)cc1S(=O)(=O)N1CCOCC1 | 10% | 7% | 27% | -17% | -8% | 10% | -5.0 | 6% | -1
O=C(NCc1ccco1)c1nn(-c2ccccc2)c(=O)c2ccccc12 | -12% | 10% | 12% | -7% | -6% | 8% | 0.8 | -10% | 0
O=C(COc1coc(CN2CCN(c3ccccc3)CC2)cc1=O)NC1CCCCC1 | 1% | -3% | 9% | -8% | -2% | -10% | -4.2 | 6% | 4
O=C(c1ccco1)N1N=C2CCCCCC2C1(O)C(F)(F)F (stereo not given) | 1% | 9% | -1% | -10% | 1% | 6% | -2.8 | 16% | 0
COc1cccc(N/C(SC)=C(/C#N)C(N)=O)c1 | 1% | -4% | 18% | -4% | -3% | 1% | -3.2 | -11% | /
O=C(CSCc1ccc(Br)cc1)Nc1ccccc1C(=O)N1CCOCC1 | -1% | -4% | / | -1% | 2% | -12% | -2.9 | 3% | 0
O=C1CC[C@@H](O)CCN1CC[C@H](Sc1ccccc1)c1ccccc1 | 1% | 7% | -5% | -20% | 0% | -7% | 0.2 | -17% | -7

4 entries drawn at random from those above:
SMILES | WRN helicase inh | EPAC1 agonist | FUS yeast rescue | PLK1 PBD inh | aSyn yeast inh | EPAC1 antagonist | IL-2 act | Abeta yeast res | PI5P4Ka inh
COc1ccc(C(=O)Nc2ccccc2N2CCCC2)cc1S(=O)(=O)N1CCOCC1 | 10% | 7% | 27% | -17% | -8% | 10% | -5.0 | 6% | -1
CCc1nnc(NC(=O)CN2C(=O)NC3(CCCC3)C2=O)s1 | 2% | 1% | / | 1% | -4% | 10% | -1.7 | -8% | 1
O=C(c1ccco1)N1N=C2CCCCCC2C1(O)C(F)(F)F (stereo not given) | 1% | 9% | -1% | -10% | 1% | 6% | -2.8 | 16% | 0
O=C1CC[C@@H](O)CCN1CC[C@H](Sc1ccccc1)c1ccccc1 | 1% | 7% | -5% | -20% | 0% | -7% | 0.2 | -17% | -7

Other structures
SMILES | WRN helicase inh | EPAC1 agonist | FUS yeast rescue | PLK1 PBD inh | aSyn yeast inh | EPAC1 antagonist | IL-2 act | Abeta yeast res | PI5P4Ka inh
CSCC[C@H](NC(=O)c1cc2c([nH]c3ccccc32)c(-c2ccccc2)n1)C(=O)O | -6%[57.1 µM] | 2% | 16% | -14% | -1% | -2% | -3.7 | 3% | -2
CCCCOc1ccc(N2CC(C(=O)NCCc3ccc(OC)c(OC)c3)CC2=O)cc1 (stereo not given) | 0% | 9% | ? | -14% | 1% | -12% | 3.1 | -14% | 3
COc1ccc(-n2ncc3c2CC(C)(C)CC3NC(=O)C2=CC(=O)CC(C)(C)O2)cc1 (stereo not given) | -1% | -7% | 25% | 1% | -8% | 1% | -3.2 | -11% | 9
COc1ccc(CCNC(=O)CN2C(=O)CSc3ccc(S(=O)(=O)N4CCOCC4)cc32)cc1OC | -4% | 4% | -3% | 0% | -1% | -9% | -0.2 | -10% | 0
COc1ccc(C(=O)CNC2=NCCC2)cc1 | -20% | 4% | -6% | -2% | 5% | -6% | 0.4 | -6% | 1
Cc1cc(C)cc(OCC(=O)NNC(=O)CCN2C(=O)c3ccccc3C2=O)c1 | -16% | -9% | 3% | -5% | -6% | 40%[activator] | -0.1 | -12% | 4
CN(C)c1ccc(NC(=O)Cn2cc3c(n2)CCCC3)cc1 | 3% | -3% | 1% | -2% | -7% | -5% | -0.5 | 9% | -6
COc1ccc(Cl)cc1NC(=S)N1CCN(C(=O)C2CCCO2)CC1 (stereo not given) | 7% | -9% | -19% | -5% | 9% | -2% | -1.8 | 9% | -2
Cc1nc(N2CCN(S(=O)(=O)c3cccc4nonc34)CC2)c2c3c(sc2n1)CCCC3 | -9%[57.1 µM] | 14% | -11% | -2% | 6% | 2% | -1.2 | -7% | /
Cc1cccc(N2C(N)=NC(N)=NC23CCCCC3)c1 | 17% | -1% | 8% | 2.7µM* | -8% | -12% | 0.6 | -11% | -63*
CC(=O)c1ccc(N2CCN(c3ncccn3)CC2)cc1 | -20% | 9% | -4% | -3% | -2% | -10% | 0.6 | -10% | -21
COc1cccc(-c2nnc(SCc3ccccn3)n2C)c1 | -8% | 4% | 21% | ? | 3% | 8% | 1.3 | 20% | -4
O=C(CCSc1ccccc1)NC(=O)COC(=O)c1ccc(OC(F)F)cc1 | -4% | 2% | 14% | -3% | 0% | 1% | 1.9 | 29% | 8
O=C(O)C1=CCCc2ccc(F)cc21 | 8% | 10% | -6% | -10% | -1% | -12% | 0.6 | 23% | 0
COc1ccc(OC)c(CN2C(=O)CN(S(C)(=O)=O)CC2(C)C(=O)NCc2ccccc2)c1 (stereo not given) | -13% | 4% | 25% | -4% | 0% | 6% | -0.8 | -9% | 0
CC(=O)NC(c1ccc(F)c(F)c1)c1nc(-c2ccccc2)cs1 (stereo not given) | 1% | -4% | 17% | -5% | 2% | -7% | -0.3 | -8% | 8
Cc1ccc(NC(=O)C2Cc3ccccc3CN2C(=O)c2ccccc2)cc1Cl (stereo not given) | -5% | 15% | 37% | -4% | 9% | -2% | -1.6 | -8% | 10
O=C(COc1ccc(Br)cc1)N1CCc2ccccc21 | -2% | -2% | -12% | 5% | 6% | -19% | -1.0 | -13% | 5
O=C(c1cccs1)N1CCN(Cc2ccccn2)CC1 | 6% | -1% | 1% | -12% | -8% | -2% | 8.3 | -15% | -3
CSc1cc(-c2ccc(Cl)cc2)c(C(=O)NN)s1 | -4% | 6% | 29% | -5% | 22% | -4% | 2.0 | 23% | /
COc1ccc(OC)c(S(=O)(=O)N2CCC(C(=O)NC3CCCC3)CC2)c1 | 10% | -5% | 11% | -10% | -2% | 1% | 1.3 | -9% | -8
COc1ccc(/C=C/C(=O)Oc2ccc(C=O)cc2OC)cc1 | -6% | 9% | 14% | 0% | 1% | -11% | -2.4 | 6% | -2
CC[C@@H](C)C(NC(=O)OC(C)(C)C)c1cn([C@@H](Cc2cc3ccccc3[nH]2)C(=O)N2CCN(C(=O)OC(C)(C)C)CC2)nn1 (stereo not given in full) | 2% | -29% | 14µM* | -16% | 11% | ? | -0.1 | 7% | -4
N#Cc1cnn(-c2ncnc3sc(-c4ccccc4)cc23)c1N | -10% | 6% | -8% | -3% | 1% | -9% | 4.2 | 17% | /
COc1ccc(-c2cc(C(=O)N3CCN(c4cccc(C)c4C)CC3)c3ccccc3n2)cc1OC | -16% | ? | ? | -1% | -3% | -14% | 0.3 | 5% | 9
COc1ccc(C(=O)OC(C)C(=O)NCC2CCCCC2)cc1S(=O)(=O)N1CCOCC1 (stereo not given) | 1% | 18% | 6% | -2% | -1% | 5% | 1.2 | -4% | -4
O=C(/C=C/c1ccccc1)N1CCC(N2CCC(C(=O)N3CCOCC3)CC2)CC1 | 14% | -7% | 14% | -10% | 1% | 9% | -1.1 | -11% | 4
CN(C)c1ccc(C2=NOC(CN3C(=O)c4ccccc4S3(=O)=O)C2)cc1 (stereo not given) | -3% | -2% | -8% | -2% | -6% | 15% | -2.0 | 10% | 0
O=C(COC(=O)c1cccc(OC(F)F)c1)NC1CCCC1 | 5% | 6% | 7% | -17% | 1% | 5% | -0.2 | 7% | 1
O=C(NNC(=O)c1ccco1)c1ccc(NS(=O)(=O)c2cccs2)cc1 | -1% | 8% | 27% | -12% | 6% | -1% | 2.0 | -1% | 3
c1cnc(N2CCN(c3cnccn3)CC2)nc1 | 0% | 3% | 5% | -12% | 3% | 4% | 4.9 | -2% | 0
Cc1cc(N2CCOCC2)nc2ccc(NC(=S)N3CCCCC3C)cc12 (stereo not given) | -16% | -1% | 33% | -22% | -1% | -19% | -2.2 | -21% | 8
Cc1nnc(SCC(=O)N(Cc2ccccc2)C(C)(C)C)[nH]c1=O | 2% | 0% | 9% | -1% | -2% | -5% | -0.3 | -1% | 1
Nc1nc(SCC(=O)N2CCCCC2)[nH]c(=O)c1NC(=O)c1ccccc1F | -12% | 9% | 8% | -7% | -3% | 5% | 0.1 | -3% | -6

Rows were taken by chance, and some 4.1% of all compounds hit somewhere here.
